# Compound activity from PubChem BioAssay.
# S1P4 antag: human S1P4 receptor antagonism; S1P4-expressing cells, antagonist mode, reporter read-out; inhibition, % at 4.98 µM; 220,000 compounds, 0.26% hits; O95977; in the data active = inhibition above about 29%;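 also: 0% = wells stimulated with agonist and 100% = vehicle wells without agonist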
# S1P4 ag: agonists of human S1P4 receptor | O95977 | S1P4-expressing cell line, agonist reporter assay | activation, % at 4.98 µM | 220,000 compounds, 0.35% hits | AID 1509; in the data active = activation above about 11%;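 also: 0% = DMSO vehicle and 100% = reference agonist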
# eIF4E-4G inh: blocks eIF4E binding to eIF4G; inhibition, % at 21.7 µM; 220,000 compounds, 0.37% hits; TR-FRET eIF4E-eIF4GI(517-606) binding, 2 h; P63073+Q04637; AID 782;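 active = inhibition above about 30%, limit read from the data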;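 also: 0% = full FRET control wells and 100% = background wells lacking eIF4GI fragment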
# NPY-Y1 PAM-ag: potentiators or agonists of human neuropeptide Y receptor Y1; NPY-Y1 expressing cells, potentiator/agonist activation; activation, % at 3.6 µM; AID 1304; P25929; 220,000 compounds, 0.37% hits; in the data active = activation above about 33%, passing the limit was not always enough;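 also: cells stimulated with NPY at EC10 then isoproterenol at EC100; 0% = low agonist plus stimulus and 100% = saturating agonist plus stimulus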
# Target sequence (P25929 whole entry, looked up): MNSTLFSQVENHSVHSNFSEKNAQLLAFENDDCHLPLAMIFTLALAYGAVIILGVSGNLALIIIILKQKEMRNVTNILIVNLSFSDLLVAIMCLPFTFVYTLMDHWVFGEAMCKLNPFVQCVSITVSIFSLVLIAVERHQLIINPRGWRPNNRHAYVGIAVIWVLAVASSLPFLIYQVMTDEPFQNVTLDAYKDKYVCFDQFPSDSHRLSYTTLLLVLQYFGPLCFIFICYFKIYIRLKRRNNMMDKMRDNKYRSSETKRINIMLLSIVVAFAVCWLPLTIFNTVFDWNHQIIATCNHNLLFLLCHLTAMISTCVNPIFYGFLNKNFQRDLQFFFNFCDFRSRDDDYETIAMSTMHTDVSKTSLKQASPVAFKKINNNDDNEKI
# p97 ATPase inh: blocks human p97 ATPase activity | P55072 | recombinant p97 ATPase, Kinase-Glo ATP luminescence, 3 h | inhibition, % at 8 µM | 220,000 compounds, 0.42% hits | AID 1481; in the data active = inhibition above about 15%;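 also: 0% = DMSO vehicle and 100% = wells lacking enzyme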
# NPY-Y2 PAM-ag: human NPY-Y2 potentiation or agonism, primary screen | P49146 | cells expressing NPY-Y2, potentiator/agonist read-out | activation, % at 3.6 µM | 220,000 compounds, 0.45% hits | AID 1359; in the data active = activation above about 27%;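 also: cells stimulated with NPY near EC25 plus isoproterenol at EC100; 0% = vehicle plus submaximal agonist and 100% = vehicle plus saturating agonist; some results beyond the cut were filed as inactive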
# Target sequence (P49146 whole entry, looked up): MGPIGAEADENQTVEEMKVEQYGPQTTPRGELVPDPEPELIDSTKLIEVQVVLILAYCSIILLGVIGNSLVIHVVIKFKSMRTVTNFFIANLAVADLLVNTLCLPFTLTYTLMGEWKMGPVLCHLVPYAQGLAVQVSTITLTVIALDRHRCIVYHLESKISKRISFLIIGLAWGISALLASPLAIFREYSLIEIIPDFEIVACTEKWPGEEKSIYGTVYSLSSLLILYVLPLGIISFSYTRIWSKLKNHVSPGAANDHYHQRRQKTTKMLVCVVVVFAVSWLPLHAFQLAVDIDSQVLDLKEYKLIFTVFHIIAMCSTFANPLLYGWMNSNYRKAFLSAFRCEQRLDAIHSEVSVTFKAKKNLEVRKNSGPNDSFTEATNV
# NPY Y1 blocker: NPY-Y1 (human) receptor antagonism | inhibition, % at 3.6 µM | HEK293-CNG Y1 cells, membrane potential fluorescence; NPY at EC95, then isoproterenol | 200,000 compounds, 1% hits | P25929 | AID 1040;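 active = inhibition above the campaign mean inhibition of all tested compounds plus 3 SD, cut at about 20% in these data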;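 also: 0% = DMSO wells given NPY plus isoproterenol and 100% = isoproterenol alone without NPY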
#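 Assay system: HEK293 Y1/CNG channel cell line; Doses: single compound dose of 3.6 µM, 0.4% DMSO; Timing: dye 3 h, compound 60 min room temperature, stimulation 45 min; Technique: Membrane-potential fluorescent dye readout; Measure: % inhibition of NPY effect.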
# EP2 antag: inhibitors of human EP2 prostaglandin E2 receptor; P43116; 260,000 compounds, 0.52% hits; AID 1422; C6 glioma cells expressing human EP2, cAMP TR-FRET; cells stimulated with saturating PGE2; inhibition, % at 25 µM;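 active = percent inhibition above 40 after rounding to a whole number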;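 also: rat C6 glioma host cells with rolipram phosphodiesterase inhibitor present; the protocol text gives 20 µM as final concentration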
# EP2 mod: EP2 receptor (human) modulation; 260,000 compounds, 0.83% hits; P43116; induction, % at 25 µM; EP2-expressing cells, cAMP HTRF FRET, PGE2 co-stimulation; AID 940;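 active = compounds whose cAMP rise, as percent of the full-agonist control response, exceeds 60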;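 also: rat C6 glioma line stably carrying human EP2 under a CMV promoter; the protocol text gives 20 µM as final concentration; 100% = response of wells given 1 µM PGE2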
# * marks the source's active call; other numbers are inactive results; . = no result given; & = joins results of further samples; [ ] = another dose, or the depositor's remark. This is a subset; the hit share may differ from the screen's.
SMILES,S1P4 antag,S1P4 ag,eIF4E-4G inh,NPY-Y1 PAM-ag,p97 ATPase inh,NPY-Y2 PAM-ag,NPY Y1 blocker,EP2 antag,EP2 mod
O=C(/C=C/c1ccc(Cl)cc1Cl)Nc1cccc(S(=O)(=O)NC2=NCCCCC2)c1,3,-0.4,-7,0,2,-19,-3,7,-15
COC(=O)c1ccc(N(C(=O)c2ccco2)C(C(=O)NC2CCCC2)c2ccco2)cc1 (stereo unspecified),5,-0.6,-3,-12,4,-2,3,12&5,7&2
COc1ccc(CCCNC(=O)CC#N)cc1OC,24,-0.6,11,14,3,6,3,13,17
O=C(CCN1C(=O)/C(=C/c2ccccc2Cl)SC1=S)NNC(=O)c1cccnc1,16,3.2,2,24,-8,-5,.,15,-31
O=C(Nc1cccc(S(=O)(=O)Nc2ccc(Cl)cc2)c1)c1ccc2c(c1)OCCO2,-26,-0.2,-3,44*,3,35*,-4,15,-21
O=S(=O)(c1ccc(Cl)c(F)c1)N1CCC(c2nc(-c3ccncc3)no2)CC1,10,-0.1,1,14,-6,9,6,9,-16
O=C1/C(=C/c2ccccc2[N+](=O)[O-])COc2ccccc21,21,2.8,1,-4,6,-10,12,9,-25
CCOC(=O)c1sc(-c2ccc(Cl)cc2Cl)nc1O,-5,0.6,-1,7,6,6,.,17,13
O=C(NNC(=O)C1CCN(S(=O)(=O)c2cccc(C(F)(F)F)c2)CC1)C1CC1,-8,0.4,0,16,1,-7,-1,7,-5
Nc1ncnc(Sc2ccc(Cl)cc2)c1[N+](=O)[O-],-8,0.5,1[fluorescence artefact?],-2,6,8,0,14,-44
Nc1cc(Cl)ccc1Oc1ccc(Cl)cc1,-12,2.4,7,12,-5,3,3,0,66*
CCN(CC)c1nc(N)c2c(N)nc3c(c2c1C#N)CC(c1ccccc1)O3 (stereo unspecified),-15,-0.2,10,-2,-1,5,-1,13,19
Cc1ccc(NC(=O)C2C(c3ccccc3)C=CC(c3ccccc3)C2C(=O)O)cc1 (stereo unspecified),4,-1.7,1,-1,0,-8,-3,13,-8
Cc1ccccc1NC(=O)NC1CCCCC1C (stereo unspecified),-8,0.6,-2,17,0,-10,-3,4,-3
Cc1ccc(N=CC2=C(O)CC(c3cccc(Cl)c3)CC2=O)cc1 (stereo unspecified),-13,-0.6,-1,7,4,11,-1,5,-2
Cc1nc2c(S(=O)(=O)c3ccccc3)cnn2c(C)c1C,-6,-0.2,-3,5,3,-3,4,1,24
CN(C1CCCCC1)S(=O)(=O)c1cccc(C#N)c1,-12,-0.3,-2,1,2,3,3,4,20
Cc1c(Cl)c([N+](=O)[O-])nn1CCCC(=O)Nc1cccnc1,-16,-2.2,3,-5,8,-7,10,4,-6
CCOCCCNC(=O)c1ccc(CS(=O)(=O)Cc2ccc(C)cc2)o1,-25,-1.5,0,1,2,3,-5,12,38
CN(C)c1ccnc(N(Cc2ccccc2)Cc2ccccc2)c1C#N,21,-1.5,-8,-33,-1,-31,39*,10,45
CN1CCN(CC(O)COCCOc2ccc(Br)cc2)CC1 (stereo unspecified),-8,0.4,18,8,5,5,-1,7,9
CC(=O)c1cccc(NC(=O)C2CCCN(S(C)(=O)=O)C2)c1 (stereo unspecified),-18,0.6,-5[fluorescence artefact?],-14,0,-1,2,5,6
S=c1[nH]nc(-c2ccccc2Cl)n1/N=C/C=C/c1ccco1,-8,1.5,2,1,13,1,.,10,19
O=C(CN(Cc1ccc(F)cc1)S(=O)(=O)c1ccccc1)N1CCCCC1,-23,2.9,3,-2,2,4,3,12,21

# 2 compounds picked at random from the list so far, as already listed:
SMILES,S1P4 antag,S1P4 ag,eIF4E-4G inh,NPY-Y1 PAM-ag,p97 ATPase inh,NPY-Y2 PAM-ag,NPY Y1 blocker,EP2 antag,EP2 mod
CN(C)c1ccnc(N(Cc2ccccc2)Cc2ccccc2)c1C#N,21,-1.5,-8,-33,-1,-31,39*,10,45
Cc1ccc(NC(=O)C2C(c3ccccc3)C=CC(c3ccccc3)C2C(=O)O)cc1 (stereo unspecified),4,-1.7,1,-1,0,-8,-3,13,-8

# Further results follow:
SMILES,S1P4 antag,S1P4 ag,eIF4E-4G inh,NPY-Y1 PAM-ag,p97 ATPase inh,NPY-Y2 PAM-ag,NPY Y1 blocker,EP2 antag,EP2 mod
Cn1c(=O)c2c(nc(NC3CCCCC3)n2CC(=O)C23CC4CC(CC(C4)C2)C3)n(C)c1=O,-31,-1.1,3,0,2,4,-6,14,15
O=c1c(Cc2ccc(Cl)cc2)c(O)ccn1Cc1ccncc1,9,-1.6,-5,-5,0,-7,3,10,0
COC(=O)c1ccc(N/C(=N/S(=O)(=O)c2ccccc2)c2ccccc2)cc1,-18,-1.3,0[fluorescence artefact?],-6,6,8,-1,9,15
COc1cccc(C(=O)/C=C/Nc2cccc(O)c2)c1,0,0.5,-8,0,-4,1,-1,6,-22
CNC(=O)NC1CCCCc2sccc21 (stereo unspecified),-8,1.5,-4[fluorescence artefact?],-3,8,7,0,4,31
CC1CC(C(F)(F)F)n2nc(C(=O)O)cc2N1 (stereo unspecified),-13,0.9,-8[fluorescence artefact?],4,2,7,3,5,7
NS(=O)(=O)c1cccc(NC(=O)CSc2nc3ccccc3n2-c2ccccc2)c1,-13,1.5,-6,7,1,0,-3,3,46
Cc1ccc(/C=C/C(=O)NCc2cccs2)c(C)c1,-9,0.5,3,-1,2,-22,4,6,-35
CC(C)(C)c1ccc(C(=O)NCC(=O)OCC(=O)Nc2nc(-c3ccc(F)cc3)cs2)cc1,8,-1.7,0,-7,3,1,-1,8,16
O=C(CN1C(=O)C2C3C=CC(C3)C2C1=O)NCc1ccccc1 (stereo unspecified),-9,-1.1,-2,15,0,-17,3,9,18
CN(C)c1c(N)c(=O)oc2ccccc12,10,0.8,0,-1,-7,-7,-1,3,-1
O=C(CCc1ccc(S(=O)(=O)NCCc2ccccc2)cc1)Nc1ccc2c(c1)OCO2,-7,-0.4,-3[fluorescence artefact?],9,3,5,2,4,-16
N/C(=N\OC(=O)Nc1cccc(C(F)(F)F)c1)c1ccno1,10,2.0,-8,16,4,-18,.,6,-78
CCNCCNC(=O)c1c(O)c2ccccc2n(CC)c1=O,-11,2.1,-4[fluorescence artefact?],-4,-4,-25,2,5&8,2&-13
Cc1ccc2nc(CSc3nnc(-c4ccco4)n3-c3ccccc3)cc(=O)n2c1,-5,1.6,.,-3,2,4,3,13,.
COC(=O)c1sc(N)nc1C(C)(C)C,-8,1.4,14,-19,-2,-14,11,8,-27
COc1cccc(NC(=O)c2ccc(-n3cccn3)nc2)c1,-2,-0.9,-2,-5,5,-1,0,4,29
COc1ccccc1/C=C/C(=O)Nc1ccc2c(c1)CCC2,4,2.1,3,-12,1,-24,3,4,3
CCS(=O)(=O)c1nc2ccccc2n1CC(=O)N1CCOCC1,-14,-1.0,4,-16,4,-21,3,16,-11
O=C(Nc1ccc(Br)cc1)C1CCCN(S(=O)(=O)c2cccnc2)C1 (stereo unspecified),-2,0.1,0,-20,-1,-17,-4,8,-9
CCOC(=O)Cn1c(C)nc2ccccc21,-6,1.4,-2[fluorescence artefact?],13,7,-1,0,13,30
CC(=O)Nc1ccc(OS(=O)(=O)c2cc(Cl)ccc2C)cc1,2,0.4,-6,6,3,2,-1,9,-53
COC(=O)[C@H](CCSC)NC(=O)NCc1ccccn1,9,-0.3,6,1,6,4,-3,2,-4
O=C1/C(=C/c2ccncc2)N=C2CCCCCN12,-7,0.9,-7,-5,6,-3,.,9,1
O=c1cc[nH]c2c(C(F)(F)F)cccc12,-20,-1.7,8,5,2,0,2,8,9
Cn1c(=O)[nH]c(=O)c2c1nc(N1CCCCCC1)n2Cc1cccc2ccccc12,-19,-0.4,8,41,2,-7,2,-4,66*
CC(NC(=O)Cc1cccc(C(F)(F)F)c1)c1ccc(F)cc1 (stereo unspecified),0,-2.5,1,2,3,7,-2,10,-15
O=C(Oc1ccccc1-c1csnn1)c1cccs1,-6,2.0,-1,3,7,-7,3,5,24
COc1ccc(/C=N/NC(=O)c2ccccc2F)cc1CN1CCN(c2ccc(F)cc2)CC1,-5,0.1,-8,-1,-3,-17,5,8,-50
COc1cc(NS(C)(=O)=O)cc(OC)c1OC,-5,-1.3,-3,4,1,-6,-2,16,18
CCN(CC)S(=O)(=O)c1ccc(NC(=O)COC(=O)CNS(=O)(=O)/C=C/c2ccccc2)cc1,6,-0.3,15[fluorescence artefact?],6,3,-10,0,4,19
c1ccc2c(c1)nc(CN1CCOCC1)n1c3ccccc3nc21,-7,0.6,7,-5,1,-2,0,3,21
CCC(CC)C1=NN2C(=N)/C(=C\c3cc(C)n(-c4cccc(C)c4)c3C)C(=O)N=C2S1,-10,-2.7,2,-5,4,3,6,16,-80
Cc1ccc(/C(O)=C2\C(=O)C(=O)N(CCc3c[nH]c4ccccc34)C2c2cccnc2)cc1 (stereo unspecified),-13,0.0,-4,13,7,7,-1,14,24
COc1ccc(N(C(=O)c2ccn[nH]2)C(C(=O)NC(C)(C)C)c2ccc(F)cc2)cc1 (stereo unspecified),-6,-0.5,2[fluorescence artefact?],10,-3,4,-3,5,23

# Structures from the list above that contain a Cl atom (12):
SMILES,S1P4 antag,S1P4 ag,eIF4E-4G inh,NPY-Y1 PAM-ag,p97 ATPase inh,NPY-Y2 PAM-ag,NPY Y1 blocker,EP2 antag,EP2 mod
O=C(/C=C/c1ccc(Cl)cc1Cl)Nc1cccc(S(=O)(=O)NC2=NCCCCC2)c1,3,-0.4,-7,0,2,-19,-3,7,-15
O=C(CCN1C(=O)/C(=C/c2ccccc2Cl)SC1=S)NNC(=O)c1cccnc1,16,3.2,2,24,-8,-5,.,15,-31
O=C(Nc1cccc(S(=O)(=O)Nc2ccc(Cl)cc2)c1)c1ccc2c(c1)OCCO2,-26,-0.2,-3,44*,3,35*,-4,15,-21
O=S(=O)(c1ccc(Cl)c(F)c1)N1CCC(c2nc(-c3ccncc3)no2)CC1,10,-0.1,1,14,-6,9,6,9,-16
CCOC(=O)c1sc(-c2ccc(Cl)cc2Cl)nc1O,-5,0.6,-1,7,6,6,.,17,13
Nc1ncnc(Sc2ccc(Cl)cc2)c1[N+](=O)[O-],-8,0.5,1[fluorescence artefact?],-2,6,8,0,14,-44
Nc1cc(Cl)ccc1Oc1ccc(Cl)cc1,-12,2.4,7,12,-5,3,3,0,66*
Cc1ccc(N=CC2=C(O)CC(c3cccc(Cl)c3)CC2=O)cc1 (stereo unspecified),-13,-0.6,-1,7,4,11,-1,5,-2
Cc1c(Cl)c([N+](=O)[O-])nn1CCCC(=O)Nc1cccnc1,-16,-2.2,3,-5,8,-7,10,4,-6
S=c1[nH]nc(-c2ccccc2Cl)n1/N=C/C=C/c1ccco1,-8,1.5,2,1,13,1,.,10,19
O=c1c(Cc2ccc(Cl)cc2)c(O)ccn1Cc1ccncc1,9,-1.6,-5,-5,0,-7,3,10,0
CC(=O)Nc1ccc(OS(=O)(=O)c2cc(Cl)ccc2C)cc1,2,0.4,-6,6,3,2,-1,9,-53
